Assay outcomes deposited in PubChem by The Scripps Research Institute Molecular Screening Center.
DDE Tn6 FP inh: inhibitors of Tn6 peptide binding to human fibrin DD(E); Fibrin DD(E) TRITC-Tn6 fluorescence polarization displacement; inhibition, % at 8.3 µM; actives 0.21% (n = 370,000);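 active = inhibition above a per-campaign cutoff: mean of compounds within control limits plus 3 SD, cut at about 15% in these data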;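 also: 0% = median of all compound wells on the plate and 100% = blocking peptide control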
ADAM10 inh: inhibitors of human ADAM10; O14672; recombinant ADAM10, EDANS/DABCYL FRET peptide cleavage, 3 h; inhibition, % at 7 µM; actives 0.62% (n = 370,000); AID 720582;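 active = inhibition above a per-campaign cutoff equal to the mean of compounds falling between control-based bounds plus 3 SD, cut at about 20% in these data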;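 also: 0% = DMSO wells while the 100% control is not disclosed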
LEDGF integ inh: blocks HIV-1 LEDGF/p75-dependent DNA integration. TR-FRET IN-LEDGF/p75 DNA integration, Eu/Cy5. inhibition, % at 3.7 µM. actives 0.64% (n = 370,000);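 active = inhibition above the screen-wide mean plus 3 SD, cut at about 13% in these data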;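 also: signal is the Cy5 over europium emission ratio at 671 and 618 nm; 0% = plate median of compound wells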
ASAP1 inh: inhibitors of human ASAP1 ArfGAP activity; ASAP1-stimulated ARF1 GTP hydrolysis, GDP FP detection; actives 0.19% (n = 360,000); inhibition, % at 16.5 µM; in the data active = inhibition above about 25%;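 also: 0% = vehicle with enzyme and substrate and 100% = no enzyme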
ARFGAP1 inh: rat ARFGAP1 inhibition; Arfgap1-stimulated ARF1 GTP hydrolysis, GDP FP detection; actives 0.26% (n = 360,000); Q62848; inhibition, % at 16.5 µM;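 active = inhibition above a per-plate limit, mean inhibition of low control wells plus 3 SD, cut at about 25% in these data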;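 also: 0% = DMSO wells with enzyme and 100% = wells lacking Arfgap1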
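system = rat Arfgap1 catalytic domain, aa 1-136 | technique = FP, GDP Alexa 633 tracer displaced from anti-GDP antibody, 620/688 nm | compound = one concentration, 16.5 µM, DMSO 1.26% | medium = HEPES-based buffer, pH 7.5 | timing = compound-enzyme preincubation 20 min, reaction 120 min, detection 60 min, 25 °C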
ADAM17 inh: inhibitors of human ADAM17 | P78536 | recombinant ADAM17, EDANS/DABCYL FRET peptide cleavage | inhibition, % at 6.95 µM | actives 0.83% (n = 370,000);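 active = inhibition above the mean of compounds lying between control limits plus 3 SD, set per campaign, cut at about 8.5% in these data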;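 also: 0% = DMSO-only wells as the low control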
Target sequence (P78536 215-824 limits assumed): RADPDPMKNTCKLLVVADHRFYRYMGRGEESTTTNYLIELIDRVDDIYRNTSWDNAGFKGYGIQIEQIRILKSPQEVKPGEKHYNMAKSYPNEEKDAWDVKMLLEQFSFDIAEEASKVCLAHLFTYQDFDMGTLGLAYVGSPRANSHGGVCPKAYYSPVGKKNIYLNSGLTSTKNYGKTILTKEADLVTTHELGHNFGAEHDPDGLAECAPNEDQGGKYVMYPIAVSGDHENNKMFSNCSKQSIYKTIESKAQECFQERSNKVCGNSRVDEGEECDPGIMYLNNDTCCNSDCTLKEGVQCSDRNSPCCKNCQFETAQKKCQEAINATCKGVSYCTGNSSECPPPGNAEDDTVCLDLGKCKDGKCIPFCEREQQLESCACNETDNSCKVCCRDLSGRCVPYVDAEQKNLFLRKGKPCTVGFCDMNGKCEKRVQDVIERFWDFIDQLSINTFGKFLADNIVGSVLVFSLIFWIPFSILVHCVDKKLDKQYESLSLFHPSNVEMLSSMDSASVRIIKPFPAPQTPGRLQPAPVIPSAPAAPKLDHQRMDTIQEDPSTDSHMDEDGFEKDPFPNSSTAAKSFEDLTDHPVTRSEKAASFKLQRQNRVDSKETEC
PLCg1 inh: blocks human PLC-gamma1 enzyme activity; actives 0.84% (n = 370,000); purified PLC-gamma1, fluorogenic substrate, fluorescence; inhibition, % at 12.2 µM; in the data active = inhibition above about 9.5%
TDP2 absorb: TDP2 (human) inhibition, absorbance primary screen | O95551 | recombinant TDP2, T5PNP hydrolysis, p-nitrophenol absorbance 415 nm | inhibition, % at 12.8 µM | actives 0.34% (n = 370,000);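 active = inhibition above the mean of all tested compounds plus 3 SD, set per campaign, cut at about 25% in these data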;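 also: 0% = DMSO with enzyme and 100% = buffer with substrate but no TDP2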
Target sequence (O95551 whole entry, looked up): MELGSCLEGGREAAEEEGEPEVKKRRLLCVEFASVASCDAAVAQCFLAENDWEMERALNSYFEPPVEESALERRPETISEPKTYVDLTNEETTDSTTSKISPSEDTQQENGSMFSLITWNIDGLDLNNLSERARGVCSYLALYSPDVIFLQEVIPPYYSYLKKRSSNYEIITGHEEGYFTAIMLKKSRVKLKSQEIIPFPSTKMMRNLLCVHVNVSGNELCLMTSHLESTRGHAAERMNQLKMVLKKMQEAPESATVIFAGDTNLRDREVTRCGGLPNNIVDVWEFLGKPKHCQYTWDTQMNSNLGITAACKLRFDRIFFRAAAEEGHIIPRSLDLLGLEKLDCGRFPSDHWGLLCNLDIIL
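Assay system: Recombinant human TDP2 | Quantity: 120 nM TDP2 per well | Incubation: 2 h at 37 °C | Signal: Epi absorbance | Evaluation: Percent inhibition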
Tn7 DDE FP: disrupts Tn7 cyclic peptide binding to fibrin D-Dimer-E complex; inhibition, % at 8.3 µM; AID 720508; FP displacement of FITC-Tn7 peptide from fibrin DD(E); 0% = median of compound wells per plate; actives 0.13% (n = 370,000); P02675;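 active = inhibition above the mean of compounds falling within the control limits plus 3 SD of them, cut at about 14% in these data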;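 also: 0% = plate median of compound wells and 100% = 10 µM Aha-Tn7 peptide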
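Assay system: human fibrin DD(E). Input: DD(E) 2 µM final. Medium: Tris buffer with calcium and detergent, pH 7.8. Compound dosing: single point at 8.3 µM. Timing: 10 min plus 3 h, room temperature. Technique: fluorescence polarization of the labelled Tn7 tracer. Read-out: percent inhibition. Replicates: singlicate testing.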
KLK7 zymogen act: activates the human kallikrein-7 zymogen. P49862. purified proKLK7, EDANS-DABCYL substrate fluorescence; 100% is mature enzyme control, 0% vehicle. activation, % at 7 µM. actives 0.9% (n = 370,000). AID 652039;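 active = activation above the mean of all tested compounds plus 3 SD, computed per campaign excluding outliers beyond control limits, cut at about 13% in these data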
Active calls of the source: *; i = inactive. Hits appear at their usual frequency, and some 4.2% of all compounds hit somewhere here.

SMILES	DDE Tn6 FP inh	ADAM10 inh	LEDGF integ inh	ASAP1 inh	ARFGAP1 inh	ADAM17 inh	PLCg1 inh	TDP2 absorb	Tn7 DDE FP	KLK7 zymogen act
COc1ccc(CN(C)C(=O)Cc2ccc(OC)c(S(=O)(=O)N3CCOCC3)c2)cc1	1	-3	3	-4	-14	1	6	-6	-8	0.8
CCN(CC(=O)Nc1ccccc1C(F)(F)F)C(=O)c1cc(S(=O)(=O)N(C)C)ccc1N1CCCC1	-2	-8	-1	5	-2	1	1	-9	6	0.6
O=C(/C=C/c1ccc(Br)cc1)NCCCn1ccnc1	5	-2	-1	-10	-5	-1	-2	2	-2	0.7
COC(=O)C(NC(C)=O)(Nc1cccc(C)n1)C(F)(F)F (stereo unspecified)	0	3	5	-4	4	1	5	13	-9	0.3
O=C(CSc1nc2c(cnn2-c2cccc(Cl)c2)c(=O)[nH]1)NCC1CCCO1 (stereo unspecified)	4	-12	-2	2	-5	-4	2	8	5	0.2
O=C(Nc1ncc(Cc2cccc(Cl)c2)s1)c1ccc([N+](=O)[O-])cc1	-3	-2	-3	8	-1	-6	-3	-5	2	-0.2
C[C@@H]1CN([C@H](C)CO)S(=O)(=O)c2ccc(C#Cc3ccccc3)cc2O[C@H]1CN(C)C(=O)Nc1ccc2c(c1)OCO2	-3	20*	2	16	14	6	-14	-2	-2	-1.0
Cc1cc2cc(C(c3nnnn3C3CCCC3)N(Cc3cccnc3)Cc3ccco3)c(=O)[nH]c2cc1C (stereo unspecified)	2	-106	7	5	-5	-39	-28	8	6	0.2
COc1cccc(OCc2cc(C(=O)N(C)C3CCOCC3)no2)c1	-5	-10	-7	13	23	-3	6	-17	2	-0.1
Cc1ccc(C(C(=O)NCC2CCCO2)N(C(=O)c2snc(C(N)=O)c2N)c2ccccc2F)o1 (stereo unspecified)	-3	i	0	-6	8	-232	-160	7	5	5.6
CSc1ncccc1C(=O)N(C)CC(=O)Nc1cccc(F)c1	7	-4	3	-11	-12	0	1	14	1	-0.4
COc1ccc(C(=O)Nc2c(N)nc(SCC(=O)N3CCC(C)CC3)[nH]c2=O)cc1	-3	10	2	-7	-5	2	4	-14	3	-0.1
Cc1cccnc1NC(=O)c1ccc(Br)o1	1	-2	2	14	1	8.6*	6	-15	-5	0.0
CC(=O)NC(C(=O)N1CCC(c2nc3ccccc3s2)CC1)C(C)C (stereo unspecified)	4	1	-3	3	4	-3	-3	5	0	0.2
O=C(CSCc1c(Cl)cccc1Cl)NCc1ccco1	9	-1	2	-9	-13	-5	4	3	14	0.5
Cc1cccc(N2CCN(C(=O)c3oc4ccc(Br)cc4c3C)CC2)c1C	-4	-2	0	-1	-7	-1	-2	-8	-5	0.2
CCCn1c(NC(=O)C2CCN(C(=O)c3ccccc3C)CC2)nc2ccccc21	0	0	-2	-3	-8	1	-6	7	3	0.7
NC(=S)NN=C1c2cc(S(=O)(=O)N3CCOCC3)ccc2-c2ccc(S(=O)(=O)N3CCOCC3)cc21	-2	8	-4	3	6	7	6	-4	3	-0.3
Cc1cc(F)ccc1N1CCC(N2CCN(C(C)C)C(CCO)C2)CC1 (stereo unspecified)	1	-5	2	3	12	-5	-1	6	-1	0.3
COc1ccc(OC)c(NC(=O)CSc2nc3ccccc3c(=O)n2CC2CCCO2)c1 (stereo unspecified)	0	-6	0	-6	-2	4	1	-2	-2	0.1
CCN(c1ccccc1)S(=O)(=O)c1ccc(C(=O)N2CCCC(C(F)(F)F)C2)cc1 (stereo unspecified)	-5	-4	-2	-2	3	-3	6	9	0	-0.1
NC(=O)CC1NC(=O)c2ccccc21 (stereo unspecified)	-7	7	5	8	-2	4	9	-9	1	-0.6
CC(O)CNc1nc2c(c(=O)n(Cc3ccccc3)c(=O)n2C)n1C (stereo unspecified)	8	9	4	3	-16	0	4	3	3	0.1
COCCCNC(=O)c1cc(C)nn1-c1ccccc1	2	0	-3	9	-6	-3	1	24	4	-0.8
O=C(c1ccc(-n2ccnc2)cc1)N1CCCC(CO)(Cc2cccc(Cl)c2)C1 (stereo unspecified)	-2	-2	-1	14	6	-4	2	0	2	0.1

The results go on:
SMILES	DDE Tn6 FP inh	ADAM10 inh	LEDGF integ inh	ASAP1 inh	ARFGAP1 inh	ADAM17 inh	PLCg1 inh	TDP2 absorb	Tn7 DDE FP	KLK7 zymogen act
Cc1cc(C(=O)CSc2nc(N)cc(=O)[nH]2)ccc1F	1	-6	1	-10	8	1	3	-1	-9	-0.1
Cc1cccc(/N=C/c2ccccn2)n1	-2	-2	1	2	-9	-2	0	14	-4	0.7
COc1ccc(CN(C)CC(=O)Nc2ccccc2C(F)(F)F)cc1	4	3	0	8	-3	1	3	1	-6	0.1
CN1CCN(c2ccccc2NC(=O)c2ccc([N+](=O)[O-])cc2Cl)CC1	-2	-10	3	-2	4	-5	-1	-5	1	0.0
O=C(CSc1ccccc1C(=O)NCCCN1CCCC1=O)NCc1ccco1	-3	-8	-1	10	7	-5	-3	-5	-2	0.6
COc1ccc(S(=O)(=O)NC(C)C(=O)NCc2ccco2)cc1OC (stereo unspecified)	-2	-1	-4	-1	10	-2	-2	-8	-4	-0.3
O=C(NCc1ccco1)C1CCCCN1S(=O)(=O)c1ccc(F)cc1 (stereo unspecified)	7	-6	1	-5	-8	-4	-1	1	2	-0.2
O=C(/C=C/c1ccccc1)NC(=O)c1ccccc1O	-6	11	-2	8	0	0	-12	-6	-4	1.1
O=C(CC1NCCNC1=O)Nc1cc(Cl)cc(Cl)c1 (stereo unspecified)	-5	3	1	1	-2	2	5	-5	-7	-0.2
COc1ccc(C(O)c2ncc(-c3ccccc3)[nH]2)c(OC)c1 (stereo unspecified)	-4	-2	1	7	-5	-1	1	8	-2	0.6
CC(=O)Nc1ccc(-c2ccnc3c2CC(C(=O)NCc2cccc(Cl)c2)O3)cc1 (stereo unspecified)	-7	3	4	-9	3	-2	0	-2	7	0.0
O=[N+]([O-])c1cc(Cl)cc(/C=N/NC(=S)Nc2cc(S(=O)(=O)N3CCOCC3)ccc2Cl)c1O	3	14	7	5	-4	-1	3	-6	-6	-0.1
CCC(NS(=O)(=O)c1cn(C)nc1C)c1ccccc1 (stereo unspecified)	-4	0	-1	7	-1	-3	1	-6	5	-0.6
COc1ccc(-n2cnnc2SC(C)C(=O)Nc2cccc([N+](=O)[O-])c2)cc1 (stereo unspecified)	7	5	-4	-6	4	3	1	-5	1	0.5
COc1ccc(NC(=O)c2ccc(NC(=O)c3ccncc3)cc2)cc1	7	-4	-2	-4	-3	0	-2	-8	3	0.1
CCOc1ccc(-c2cc(C(=O)N3CCC(C)CC3)c3ccccc3n2)cc1	-3	-98	-3	14	8	-27	-52	1	-3	-20
CCSc1nc(-c2cccnc2)ccc1C#N	-1	-404	-4	3	4	-155	-46	-12	4	-0.3
CC(C)(C)n1nnnc1C(c1cccs1)N1CCN(Cc2ccccc2)CC1 (stereo unspecified)	-8	1	-1	0	4	-1	0	-6	-3	-0.7
CC(C)(C)OC(=O)N1CCC[C@H]1c1nnc(SCc2cccc(Cl)c2)o1	6	-1	0	-1	4	-1	-1	-1	11	0.4
Clc1ccc(Cn2nc(-c3ccccc3)nc2-c2ccccc2)cc1	1	3	0	-4	10	3	2	12	-1	0.1
O=C(CSc1nnc(-c2ccccc2)n1-c1ccc(Cl)cc1)N/N=C/c1ccco1	-3	0	2	2	-1	2	3	1	0	-0.2
CN(CCCCCCCCCCN(C)C(=O)Oc1cccc([N+](C)(C)C)c1)C(=O)Oc1cccc([N+](C)(C)C)c1	-1	2	1	1	-1	0	0	6	-5	0.5
Cc1ccc2oc(C(=O)Nc3nonc3C)c(C)c2c1	0	-6	0	-14	4	-2	-2	6	3	0.8
CCCCCc1ccc(-c2cn(Cc3ccc4ccccc4c3)nn2)cc1	2	0	4	-3	5	0	5	-8	-6	-0.6
Cc1cc(C)nc(NNS(=O)(=O)c2c(F)cc(F)cc2Br)n1	-1	-12	-2	-14	2	-3	-3	1	1	-0.4

The list goes on.
SMILES	DDE Tn6 FP inh	ADAM10 inh	LEDGF integ inh	ASAP1 inh	ARFGAP1 inh	ADAM17 inh	PLCg1 inh	TDP2 absorb	Tn7 DDE FP	KLK7 zymogen act
CCOC(=O)N1CCC(NCCNC(=O)c2ccc(F)cc2)CC1	2	3	0	-4	11	1	3	7	-4	0.2
NC(=O)c1cccc(-c2coc3c(C(=O)NCc4ccccc4)cccc23)c1	-1	-6	-4	14	14	-3	-1	2	2	0.2
C/C(=N\Nc1nc2ccccc2[nH]1)c1cccs1	0	-9	-2	9	2	0	-12	-7	-7	-0.8
COC(=O)Cc1c(C)nc2nc(NCc3c(F)cccc3Cl)[nH]n2c1=O	-1	-5	-2	-5	-4	-3	-4	4	5	-0.7
O=C(OC1CCCCC1)c1ccc(NC(=O)c2ccco2)cc1	-9	19	0	-15	-5	12*	9	-19	-7	0.7
CCOCC(=O)Nc1cc(C)on1	-6	1	1	4	3	-1	3	5	-2	0.1
Cc1ccc(OCCn2c(=O)oc3ccc(C)cc32)cc1	-2	-3	-4	14	0	-4	1	-8	8	0.1
CCN1C(=O)[C@H]2[C@@H](c3ccc(-c4ccc(OC)cc4)cc3)N[C@@](C)(C(=O)OC)[C@H]2C1=O	-5	i	0	8	-2	-263	i	0	4	-33
CCCCN1C(=O)NC(NS(=O)(=O)c2ccc(N)cc2)(C(F)(F)F)C1=O (stereo unspecified)	-3	-3	4	-6	3	-3	1	0	3	0.0
CCc1nc(SCCO)c2oc3ccccc3c2n1	1	5	2	9	10	-1	1	10	3	-0.4

Rewritten as a markdown table: 4 of the compounds above.
| SMILES | DDE Tn6 FP inh | ADAM10 inh | LEDGF integ inh | ASAP1 inh | ARFGAP1 inh | ADAM17 inh | PLCg1 inh | TDP2 absorb | Tn7 DDE FP | KLK7 zymogen act |
| --- | --- | --- | --- | --- | --- | --- | --- | --- | --- | --- |
| C/C(=N\Nc1nc2ccccc2[nH]1)c1cccs1 | 0 | -9 | -2 | 9 | 2 | 0 | -12 | -7 | -7 | -0.8 |
| COC(=O)Cc1c(C)nc2nc(NCc3c(F)cccc3Cl)[nH]n2c1=O | -1 | -5 | -2 | -5 | -4 | -3 | -4 | 4 | 5 | -0.7 |
| O=C(OC1CCCCC1)c1ccc(NC(=O)c2ccco2)cc1 | -9 | 19 | 0 | -15 | -5 | 12* | 9 | -19 | -7 | 0.7 |
| CCOCC(=O)Nc1cc(C)on1 | -6 | 1 | 1 | 4 | 3 | -1 | 3 | 5 | -2 | 0.1 |
